Screens: PubChem BioAssay, National Center for Advancing Translational Sciences (NCATS)
HP1b chromo inh – HTS for Inhibitors of HP1-beta Chromodomain Interactions with Methylated Histone Tails; Chromobox protein homolog 1 (Homo sapiens), P83916; AlphaScreen HP1-beta / biotin-H3K9me3 peptide binding; Potency, µM (top dose mostly 114 µM), for the others: top-dose activity change, negative = inhibition, usual class: inhibitors; AID 540317, 2011; 0.56% of 390,000 active; further: potency means the concentration at half of the fitted maximal effect; nearly all actives have a fitted effect of over 70% in size; inactives centre near 23
Target sequence (P83916 whole entry, looked up): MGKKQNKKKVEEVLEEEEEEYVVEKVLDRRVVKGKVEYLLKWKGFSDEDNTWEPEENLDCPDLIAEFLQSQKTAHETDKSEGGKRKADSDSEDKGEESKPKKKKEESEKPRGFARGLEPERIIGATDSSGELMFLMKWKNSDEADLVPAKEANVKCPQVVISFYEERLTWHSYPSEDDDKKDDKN
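HP1-beta protein (50 nM final) preincubated 30 min at room temperature with biotinylated H3(1-18)K9me3 peptide (50 nM) in PBS pH 7.4, 0.01% Tween-20, then compound added for 30 min. AlphaScreen streptavidin donor/nickel chelate acceptor beads (10 ug/mL final), 30 min dark, luminescence read.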
PI4K2A block – qHTS for small molecular inhibitors of PI4K2A | activity change, negative = inhibition, % at 76.9 µM | 0.13% of 420,000 active | purified PI4K2A, ADP-Glo luminescence, 1 h; stronger effect = lower value | Phosphatidylinositol 4-kinase type 2-alpha (Homo sapiens), Q9BTU6; in the data active means activity change below about -50%; inconclusive means mostly about -30% to -49%;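 further: -100% = wells without enzyme as full effect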
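PI4K2A activity was measured by ADP-Glo luminescence: enzyme (4 ug/mL stock) and phosphatidylinositol (1.2 mM stock) in Tris pH 7.5/MgCl2/EGTA/Triton X-100 buffer were reacted with ATP (300 microM stock) for one hour at ambient temperature.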
Tb PGK inh – qHTS Assay to Find Inhibitors of Phosphoglycerate Kinase; Phosphoglycerate kinase, glycosomal (Trypanosoma brucei brucei), P07378; PGK/GAPDH coupled, Kinase-Glo luminescence, 60 min; Potency, µM (doses to about 57.5 µM), inactives show at the highest dose activity change, negative = inhibition, usual class: inhibitors; 0.043% of 380,000 active; AID 602233, 2012; further: potency means the concentration at half of the fitted maximal effect; on the % scale 0 is the no-effect control and ±100 the full control effect; nearly all actives have a fitted effect of over 60% in size
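Luminescent ATP detection (Kinase-Glo Plus) follows a 60-minute room-temperature incubation, with wells lacking PGK as controls. Buffer: 100 mM TEA (pH 7.6), 5 mM MgCl2, 0.01% Tween-20. Coupling enzyme GAPDH (100 nM final) supplies unstable 1,3-BPG in-well.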
mIDH1 inhibitor – qHTS for Inhibitors of mutant isocitrate dehydrogenase 1 (IDH1): qHTS | IDH1-R132H enzyme, NADPH consumption, diaphorase/resazurin fluorescence | Potency, µM (doses to about 76.6 µM), for the others: top-dose activity change, negative = inhibition, actives largely listed as inhibitors | 0.093% of 390,000 active | AID 602179, 2012; further: potency means the concentration at half of the fitted maximal effect; on the % scale 0 is the no-effect control and ±100 the full control effect; nearly all actives have a fitted effect of over 65% in size
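IDH1-R132H (0.5 ug/mL dispensed) in pH 7.5 Tris buffer was preincubated 30 min with compound, then given a substrate mix of 0.016 mM NADPH and 2 mM alpha-KG for 80 min at room temperature; remaining NADPH was read by diaphorase/resazurin fluorescence.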
rTrxR1 inhibitor – qHTS Assay for Inhibitors of Mammalian Selenoprotein Thioredoxin Reductase 1 (TrxR1): qHTS; Thioredoxin reductase 1, cytoplasmic (Rattus norvegicus), O89049; recombinant rTrxR1, NADPH fluorescence consumption, selenite substrate; Potency, µM (top dose mostly 114 µM), without a hit: top-dose activity change, negative = inhibition, usual class: inhibitors; 1% of 390,000 active; further: potency means the concentration at half of the fitted maximal effect; on the % scale 0 is the no-effect control and ±100 the full control effect; nearly all actives have a fitted effect of over 65% in size
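Rat TrxR1 (90 nM in the dispensed reagent) was pre-reduced with 400 uM NADPH for 5 min at room temperature, then incubated with compound for 15 min. After 400 uM selenite was added, NADPH fluorescence (Ex 340/Em 450 nm) was followed for 8 min.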
USP1-UAF1 inh – Inhibitors of USP1/UAF1: Primary Screen; 0.23% of 390,000 active; recombinant USP1/UAF1, Ub-Rhodamine cleavage fluorescence; AID 743255, 2014; Ubiquitin carboxyl-terminal hydrolase 1 (Homo sapiens), O94782; Potency, µM (highest dose often 57.1 µM), for inactives: top-dose activity change, negative = inhibition, usual class: inhibitors; further: potency means the concentration at half of the fitted maximal effect; on the % scale 0 is the no-effect control and ±100 the full control effect; nearly all actives have a fitted effect of over 60% in size; inactives centre near -12
Target sequence (O94782 whole entry, looked up): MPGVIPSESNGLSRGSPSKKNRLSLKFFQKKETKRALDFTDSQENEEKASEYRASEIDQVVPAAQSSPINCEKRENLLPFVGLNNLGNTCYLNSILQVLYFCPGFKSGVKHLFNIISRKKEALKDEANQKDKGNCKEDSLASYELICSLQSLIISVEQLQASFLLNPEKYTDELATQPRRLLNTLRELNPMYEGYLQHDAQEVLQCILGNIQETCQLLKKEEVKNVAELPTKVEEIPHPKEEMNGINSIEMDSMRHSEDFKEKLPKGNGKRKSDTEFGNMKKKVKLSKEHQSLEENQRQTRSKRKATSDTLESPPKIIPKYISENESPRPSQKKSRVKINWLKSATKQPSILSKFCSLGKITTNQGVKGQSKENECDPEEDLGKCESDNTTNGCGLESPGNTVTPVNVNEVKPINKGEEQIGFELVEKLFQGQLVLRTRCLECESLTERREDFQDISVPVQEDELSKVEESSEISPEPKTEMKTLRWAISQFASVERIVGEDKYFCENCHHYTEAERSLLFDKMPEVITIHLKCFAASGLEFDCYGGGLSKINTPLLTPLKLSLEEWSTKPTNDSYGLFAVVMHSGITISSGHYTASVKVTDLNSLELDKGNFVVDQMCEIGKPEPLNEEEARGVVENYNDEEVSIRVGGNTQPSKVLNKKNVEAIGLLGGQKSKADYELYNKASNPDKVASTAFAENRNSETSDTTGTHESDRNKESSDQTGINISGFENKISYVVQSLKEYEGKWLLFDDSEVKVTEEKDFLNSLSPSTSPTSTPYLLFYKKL
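USP1/UAF1 complex at 1 nM was preincubated with compound for 15 min at room temperature, then Ub-Rho substrate (150nM final) was added. Fluorescence (480/540 nm) was read kinetically, 6 reads every 60 seconds.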
TrxR1 substrate – qHTS Assay for Substrates of Mammalian Selenoprotein Thioredoxin Reductase 1 (TrxR1): qHTS | 0.01% of 390,000 active | purified TrxR1 substrate turnover, NADPH consumption readout | Thioredoxin reductase 1, cytoplasmic (Rattus norvegicus), O89049 | Potency, µM (top dose mostly 114 µM), for the others: at the highest dose activity change, negative = substrate turnover | AID 588456, 2011; further: potency means the concentration at half of the fitted maximal effect; on the % scale 0 is the no-effect control and ±100 the full control effect; nearly all actives have a fitted effect of over 50% in size
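Rat TrxR1, dispensed at 90 nM, was prereduced with 400 uM NADPH (final) for 5 min at ~22 deg C, then incubated with compound 15 min before 400 uM selenite. A first-read NADPH fluorescence drop versus no-compound background flagged substrates.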
Pin1 inh – qHTS Assay to Find Inhibitors of Pin1. Pin1 FP peptide displacement, HiFluor488, 10 min. Potency, µM (top dose mostly 115 µM), inactives show at the top dose activity, negative = inhibition, actives largely listed as inhibitors. 0.009% of 390,000 active. AID 504891, 2011; active means well fitted inhibition curve with a large enough effect in the polarisation, with a control signal flat, not every such curve was filed as active; inconclusive means small, poorly fitted or top-dose-only effect, or effect the other way, or a change in a side signal; inactive means no such curve, though single readings can be large or run the other way; the % refers to the polarisation; further: potency means the concentration at half of the fitted maximal effect; on the % scale 0 is the no-effect control and ±100 the full control effect
GLS inhibitor – qHTS for Inhibitors of Glutaminase (GLS); Glutaminase kidney isoform, mitochondrial (Homo sapiens), O94925; GLS enzymatic activity, qHTS titration; Potency, µM (highest dose often 45.5 µM), without a hit: at the top dose activity change, negative = inhibition, usual class: inhibitors; 0.21% of 410,000 active; AID 624170, 2012; further: potency means the concentration at half of the fitted maximal effect; on the % scale 0 is the no-effect control and ±100 the full control effect
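hKGA; 45 mM KH2PO4 pH 8.2 + 0.02% Tween-20; cpd via pin tool; 1 mM Gln soln; GluOx/HRP/Amplex Red; RT 30 min; fluor. t0 & final.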
The depositor's hits bear a star; i = inactive; ? = inconclusive; . = no result given; [ ] = dose if it differs, or a comment. Unless noted, the call rests on the fitted dose curve; in most records, active means well fitted curve in the direction sought with a large enough effect; inconclusive means small, poorly fitted or top-dose-only effect, or another doubt; inactive means no such curve, though single readings can be large; an effect the other way counts as inactive or inconclusive. These rows are one share of the data; the hit share may differ from the screen's.

Values run as follows: GLS inhibitor | HP1b chromo inh | mIDH1 inhibitor | PI4K2A block | TrxR1 substrate | rTrxR1 inhibitor | USP1-UAF1 inh | Pin1 inh | Tb PGK inh
CCCCN(C)C(=O)c1sc2ncn(CC)c(=O)c2c1C
 : 5.2% | 14.7% | 0.9% | -2.5 | 10.4%[57.1 µM] | 8.8%[57.1 µM] | -15.4% | 0.9% | i
Cc1ccc(NC(=O)Cn2cc(S(=O)(=O)c3ccc(F)cc3)c(=O)c3cc4c(cc32)OCO4)cc1
 : -0.2% | 14.7% | -13.6% | -2.3 | 2.6% | 17.8% | -19.4% | 16.4% | -1.5%
Cc1oc(-c2ccc(Cl)cc2)nc1CS(=O)CC(=O)NCc1ccccc1 (centres undefined)
 : -6.0% | 48.8%[activator] | -7.7% | -0.7 | -9.3% | ? | ? | -1.4% | -0.4%
COc1cccc(N2CCN(c3ncnc4c3c(-c3ccccc3)cn4-c3cccc(C(F)(F)F)c3)CC2)c1
 : -16.0% | -21.0% | -1.7% | -9.9 | 3.3%[57.1 µM] | 30.3%[57.1 µM] | 8.5% | 0.6% | -10.0%
CCOCCOC(=O)C(C)Oc1ccc(Oc2ncc(Cl)cc2Cl)cc1 (centres undefined)
 : -0.9% | 148.6%[activator] | 8.3% | -3.1 | -1.9% | -7.0% | -11.0% | -1.6% | -9.9%
COc1cc2c(cc1OC)C(COc1ccccc1OC)N(C(C)=O)CC2 (centres undefined)
 : -2.2% | 29.4% | -0.7% | -2.7 | -1.3% | 12.0% | -21.0% | 1.7% | i
CC(C)(C)NS(=O)(=O)c1cc(C(=O)O)ccc1Cl
 : -1.3% | 47.8%[activator] | -6.2% | 1.1 | 1.3%[57.1 µM] | -0.2%[57.1 µM] | -4.8% | 0.6% | -2.0%
CSCCC(NC(=O)C1CCCC1)c1nnc2ccccn12 (centres undefined)
 : 3.0% | 14.3%[57 µM] | -5.9% | 5.0 | 3.3% | 11.1% | -17.6% | -2.4% | -5.6%
O=C(NN=C1CCCC1)c1ccn[nH]1
 : 0.8% | 19.4% | -3.7% | -12.5 | 15.1% | 25.3% | -10.2% | 1.2% | -6.8%
Cc1ccc(OCC(=O)NCC2CCCO2)c(C)c1 (centres undefined)
 : -12.6% | 45.4%[activator] | 1.4% | -10.1 | -12.0%[57.1 µM] | 21.7%[57.1 µM] | -11.0% | 5.3% | -8.9%
O=C1CCCc2c1nc(-c1ccc(F)cc1)n2O
 : 2.0% | 15.7% | 0.8% | 2.0 | 11.1%[57.1 µM] | 4.9%[57.1 µM] | -10.7% | 2.0% | 1.8%
CC(=O)C1=C(O)C(=O)N(CCc2c[nH]c3ccccc23)C1c1ccc(O)cc1 (centres undefined)
 : 78.4%[activator] | 8.0% | 3.3% | 2.2 | -15.7% | ? | -3.4% | 1.7% | -2.4%
O=C(NC(NCc1ccccn1)(C(F)(F)F)C(F)(F)F)c1ccco1
 : 4.2% | 26.4% | 1.5% | 0.4 | 1.1% | -6.6% | -5.7% | 0.2% | i
C/C(=N\NC(=O)CN1CCN(S(=O)(=O)c2ccc(C)cc2)CC1)c1ccc(O)cc1
 : 21.2% | 33.6% | -9.1% | -0.2 | -3.3% | -2.7% | -4.1% | -0.7% | 8.3%
N#CC1(Nc2ccc(Br)cc2)CCCC1
 : -8.9% | 25.1% | -4.1% | 2.0 | -13.3% | -12.4% | 2.8% | 5.3% | -0.3%
COc1cc(NC(=O)C2CC(=O)N(Cc3ccco3)C2)c(OC)cc1Cl (centres undefined)
 : 3.8% | 34.9% | -4.7% | 5.0 | 0.1% | -1.0% | -10.1% | 5.2% | 6.6%
CC1CCN(C(=O)COC(=O)COc2ccccc2C#N)CC1
 : 2.6% | 37.0% | -9.5% | -0.7 | -8.3% | -15.9% | -15.5% | 1.6% | 1.3%
Cc1cnc(C(=O)OCC(=O)c2ccc(C3CCCCC3)cc2)cn1
 : 3.2% | 19.8% | -2.9% | -3.0 | -9.5% | -16.8% | 4.5% | 1.8% | 8.2%
C=CCOc1ccc(CNCc2cccnc2)cc1
 : -3.6% | 40.6%[activator] | 3.2% | -0.5 | -6.5%[57.1 µM] | 8.2%[57.1 µM] | -14.1% | 6.9% | i
COc1cccc(CN(C)C(=O)c2cc(S(=O)(=O)NC3CCCCC3)ccc2C)c1OC
 : 2.3% | 39.2%[activator] | -4.9% | 0.8 | -5.5% | -10.7% | 2.2% | -3.3% | 8.2%
C/C(=N\NC(=O)CNC(=O)C(c1ccccc1)c1ccccc1)c1ccc(C(C)(C)C)cc1
 : -1.6% | 35.2% | -10.8% | 2.3 | -1.2% | -0.3% | -6.9% | 7.2% | -3.9%
CCn1c(CNc2ccc(F)cc2)nnc1SCC(=O)Nc1ccccc1OC
 : 0.0% | -16.7% | 4.6% | -13.5 | 10.3%[57.1 µM] | 0.6% | -5.5% | -2.2% | -5.0%
Cn1c(CNC(=O)CCNC(=O)c2cccc(Cl)c2)cc(=O)n(C)c1=O
 : -17.1% | 63.3%[activator] | 6.3% | 8.9 | 0.6%[57.1 µM] | 25.6%[57.1 µM] | -15.3% | -1.9% | -1.0%
CCNc1nc(C#N)nc(N2CCCCC2)n1
 : . | 25.3%[57 µM] | . | . | -5.6% | 4.2% | . | -0.3% | .
Cc1ccccc1-c1cc(=O)c2c(O)cccc2o1
 : -2.7% | 66.0%[activator] | 17.8% | -2.8 | -9.3%[57.1 µM] | 4.9%[57.1 µM] | -10.5% | 2.6% | i
COc1ccc(NS(=O)(=O)c2ccc(C(=O)NCC3(N4CCOCC4)CCCCC3)cc2)cc1
 : -7.6% | 19.8% | 2.3% | 3.8 | -6.5%[57.1 µM] | 9.2%[57.1 µM] | ? | 0.1% | -2.0%
Cc1cc2ccccc2nc1SCC(=O)NC1CCCC1
 : -10.0% | -1.2% | -7.9% | 2.5 | 4.6%[57.1 µM] | 20.7%[57.1 µM] | ? | 0.8% | -10.1%
O=C(NCCc1csc2nc(-c3ccc(F)cc3)nn12)c1ccco1
 : 2.8% | 21.0%[57 µM] | -10.1% | -0.3 | -4.5%[57.1 µM] | 4.6%[57.1 µM] | -1.3% | ? | i
CCN(CC)C(=O)OCc1c(-c2cccc(OC)c2)ncc2ccccc12
 : 0.1% | 30.4% | 21.7% | 5.5 | -5.1% | 6.4% | ? | -5.4% | i
CC(C)Cc1cc(C(=O)N2CCCC(C(=O)c3cc(F)ccc3F)C2)no1 (centres undefined)
 : -0.3% | 66.7%[activator] | 5.9% | 0.7 | -0.7% | 14.9% | -27.1% | -1.2% | -3.2%
Cc1ccc(CNC(=O)Cn2cc(S(=O)(=O)Cc3cccc(Cl)c3)c3ccccc32)cc1
 : -6.9% | 16.1% | -4.6% | -1.8 | -3.0% | 21.0% | -8.9% | -6.0% | 8.9%
COc1ccc(CNC(=O)Cn2c(=O)oc3cc(S(=O)(=O)N4CCC(C)CC4)ccc32)cc1
 : -0.8% | 24.6% | -7.6% | -3.0 | -7.7% | -6.2% | -18.3% | 26.9% | i
COc1ccccc1C(C[N+](=O)[O-])c1c[nH]c2ccccc12 (centres undefined)
 : -21.3% | -12.5% | -0.3% | 1.1 | 4.5%[57.1 µM] | 10.3%[57.1 µM] | -7.6% | 2.0% | 1.3%
O=C(N/N=C/c1cccc(O)c1)C(=O)N1CCCCCC1
 : 12.5% | 22.4% | 8.5% | -0.3 | -10.6% | -17.2% | ? | -6.0% | -7.1%
CC(C)c1nnc(NC(=O)CCC(=O)N2CCN(c3ccccc3F)CC2)s1
 : 6.1% | 52.7%[activator] | 5.4% | 0.8 | -2.8% | -2.9% | -22.7% | -8.5% | -11.0%
OCCC1CN(Cc2nc3c(s2)CCCC3)CCN1CCc1ccccc1 (centres undefined)
 : 10.5% | 39.7%[activator] | 5.7% | 5.2 | 0.7% | 21.1% | -4.2% | -1.9% | i
COc1cc(C=O)ccc1OCCOCCOc1c(C)cc(Cl)cc1Cl
 : 14.3% | 111.9% | 1.1% | 8.5 | 5.5%[57.1 µM] | 7.9%[57.1 µM] | -10.6% | 1.9% | 2.4%
O=C(CCCN1C(=O)CCC1=O)Nc1ccc(Br)cc1F
 : -17.3% | 23.6% | -1.3% | 0.8 | 2.6% | 19.9% | 7.1% | -1.6% | i
